# Screens (PubChem)
# GPT2 inh: blocks human glutamate pyruvate transaminase 2 | Recombinant GPT2, coupled pyruvate oxidase/HRP Amplex Red fluorescence | Potency, µM (doses to about 57.7 µM), for the others: top-dose activity change, negative = inhibition, most hits filed as inhibitors | 0.25% of 100,000 active | AID 1671188; also: potency is read from the fitted curve at half-maximal effect; nearly all actives have a fitted effect of over 60% in size; many of its hits are not listed in these tables
# Target sequence (Q8TD30 whole entry, looked up): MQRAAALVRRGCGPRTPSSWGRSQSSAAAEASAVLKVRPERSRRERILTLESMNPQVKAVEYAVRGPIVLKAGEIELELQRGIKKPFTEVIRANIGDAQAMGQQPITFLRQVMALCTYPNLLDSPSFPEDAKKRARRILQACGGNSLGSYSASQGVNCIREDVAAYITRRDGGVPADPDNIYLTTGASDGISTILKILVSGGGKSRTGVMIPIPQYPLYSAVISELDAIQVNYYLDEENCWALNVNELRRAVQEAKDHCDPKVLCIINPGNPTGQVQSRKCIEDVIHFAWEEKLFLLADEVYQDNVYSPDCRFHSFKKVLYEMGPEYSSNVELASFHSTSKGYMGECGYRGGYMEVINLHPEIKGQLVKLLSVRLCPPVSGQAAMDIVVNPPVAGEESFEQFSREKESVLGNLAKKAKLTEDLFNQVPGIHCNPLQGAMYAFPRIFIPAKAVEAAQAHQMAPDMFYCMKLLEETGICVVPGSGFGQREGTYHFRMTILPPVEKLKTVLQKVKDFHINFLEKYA
#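 Inhibition is scored from Amplex Red fluorescence generated when pyruvate oxidase and HRP act on pyruvate released by GPT2. Reactions contain 10ng/uL enzyme, 250uM a-KG and 2mM L-alanine and run 30 min at room temperature.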
# SNCA expr inh: SNCA gene expression inhibition | HEK-293 SNCA-luciferase knock-in, luminescence, 24 h | Potency, µM (highest dose often 57.2 µM), for the others: at the highest dose activity change, negative = inhibition, usual class: inhibitors | 0.17% of 140,000 active;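 also: potency is read from the fitted curve at half-maximal effect; plate controls were DMSO cells for no effect and cell-free wells for full effect; nearly all actives have a fitted effect of over 45% in size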
# NIH3T3 tox: cytotoxic compounds in NIH 3T3 cells. NIH 3T3 viability, CellTiter-Glo ATP luminescence, 48-72 h. 4.3% of 94,000 active. Potency, µM (top dose mostly 96.7 µM), for the others: top-dose activity change, negative = cytotoxicity, hits mostly inhibitors; also: potency is read from the fitted curve at half-maximal effect; nearly all actives have a fitted effect of over 55% in size
#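 Cells were seeded at 400 per well, treated with pin-transferred compound, and kept 48 or 72 hr at 37 °C before CellTiter-Glo addition and luminescence imaging of cellular ATP.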
# IP6K1 inh: IP6K1 kinase inhibition. Q92551. IP6K1 kinase, ADP-Glo luminescence, 2 h; hits give low values. activity change, % (series mostly up to about 58 µM). 0.81% of 140,000 active. AID 1645851; in the data active = activity change below about -25%
#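 ADP-Glo luminescence measures ADP made by human IP6K1 during a 2 h RT reaction with ATP/IP6 (mix at 1.3 mM/130 uM); top library doses 57.5 and 19.1 uM final.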
# SNCA viab count: cell viability loss counter-screen; HEK-293-SNCA-luc viability, GF-AFC fluorescence, 24 h; Potency, µM (doses to about 57.1 µM), for inactives: at the top dose activity change, negative = cytotoxicity, actives largely listed as cytotoxic; 0.12% of 150,000 active; AID 1671193;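 also: potency is read from the fitted curve at half-maximal effect; 0% = DMSO-treated cells and -100% = medium-only wells without cells; nearly all actives have a fitted effect of over 30% in size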
#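 HEK-293-SNCA-luc cells (1500/well) plated 24 h, then exposed 24 h to a dilution series; GF-AFC added 30 min at 37C, fluorescence 405/540 nm; normalised to medium-only and DMSO wells, Hill fit.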
# Luciferase inh: Photinus pyralis luciferase inhibition; P08659; purified P. pyralis luciferase, luminescence, biochemical; Potency, µM (top dose mostly 115 µM), for inactives: at the top dose activity change, negative = inhibition, hits mostly inhibitors; 2.5% of 76,000 active; also: potency is read from the fitted curve at half-maximal effect; nearly all actives have a fitted effect of over 65% in size
# Target sequence (P08659 whole entry, looked up): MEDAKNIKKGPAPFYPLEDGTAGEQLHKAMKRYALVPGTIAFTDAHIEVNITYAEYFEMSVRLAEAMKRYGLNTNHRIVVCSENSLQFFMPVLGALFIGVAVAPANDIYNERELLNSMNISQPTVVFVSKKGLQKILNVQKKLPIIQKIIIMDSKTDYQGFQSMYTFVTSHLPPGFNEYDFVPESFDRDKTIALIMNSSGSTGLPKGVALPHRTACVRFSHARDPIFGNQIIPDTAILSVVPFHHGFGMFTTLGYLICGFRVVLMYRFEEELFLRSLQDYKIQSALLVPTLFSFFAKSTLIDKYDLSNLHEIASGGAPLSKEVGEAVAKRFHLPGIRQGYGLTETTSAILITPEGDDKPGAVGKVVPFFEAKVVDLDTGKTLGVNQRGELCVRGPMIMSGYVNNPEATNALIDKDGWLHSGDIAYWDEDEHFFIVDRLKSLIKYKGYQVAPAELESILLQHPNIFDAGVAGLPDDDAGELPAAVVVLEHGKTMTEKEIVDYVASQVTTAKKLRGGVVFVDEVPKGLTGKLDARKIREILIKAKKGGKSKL
#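 Cell-free enzyme assay, 10nM P. pyralis luciferase, luciferin and ATP each at 10uM. Inhibition profiled over a 6-point titration, read as luminescence.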
# HEK cytotox: cytotoxic compounds in HEK 293 cells | 6.6% of 94,000 active | Potency, µM (top dose mostly 115 µM), for the others: at the highest dose activity change, negative = cytotoxicity, most hits filed as inhibitors | HEK 293 viability, ATP luminescence (CellTiter-Glo), 48-72 h; also: potency is read from the fitted curve at half-maximal effect; nearly all actives have a fitted effect of over 60% in size
#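 250 HEK 293 cells/well; compound by pintool; incubated 48 or 72 hr at 37 degree Celsius; CellTiter-Glo added, 10 min RT, luminescence imaged.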
# * = called active by the depositor; i = inactive; ? = inconclusive; . = not tested or not shown; & = joins results of further samples; [ ] = remark or other dose. Unless noted, calls follow the shape of the dose curve; as a rule, active = well fitted curve in the direction sought with a large enough effect; inconclusive = small, poorly fitted or top-dose-only effect, or another doubt; inactive = no such curve, though single readings can be large; an effect the other way counts as inactive or inconclusive. Unless noted, % is scaled to controls: 0 for no effect and ±100 for the full control effect. Only part of the results is shown (hit frequency here may not be typical).
SMILES,GPT2 inh,SNCA expr inh,NIH3T3 tox,IP6K1 inh,SNCA viab count,Luciferase inh,HEK cytotox
O=C(NC1C[C@H]2CC[C@@H](C1)N2C(=O)c1ccc(OC(F)(F)F)cc1)c1ccncc1 (stereo partly drawn),i,-8%,-27%,-12,3%,3%,?
COc1ccc(OCC(=O)Nc2nnc3n2CCS3)cc1,.,13%,.,-1,-7%,.,.
O=C(Cc1ccc(F)cc1)Nc1nnc2n1CCS2,.,27%,.,3,1%,.,.
CNC(=O)c1cc(C2CC2)nc2c1c(C1CCCN(C(=O)Cc3ccccn3)C1)nn2C (stereo not drawn),.,.,i,-9,.,.,i
O=C(COc1ccc(F)cc1)N1CCCC(Cc2noc(-c3ccccn3)n2)C1 (stereo not drawn),?,0%,-18%,12,-19%,-15%,-28%
O=C(Cc1ccsc1)NCc1nnc2ccc(-c3ccccc3)nn12,2%,-21%,-13%,1,4%,0%,-1%
O=c1c2cc3c(cc2n(Cc2ccc(F)cc2)c(=O)n1Cc1nc(-c2ccccc2)no1)OCO3,.,1%,.,-14,1%,.,.
CCCn1c(C)cnc1CC1CCN(S(=O)(=O)c2ccccc2)C1 (stereo not drawn),-15%,-5%,-8%,-7,-8%,0%,?
c1cc(-c2nc(CC3CCCNC3)no2)ccn1 (stereo not drawn),i,19%,-13%,6,5%,-10%,0%
CC(C)(C(=O)N1Cc2cnn(Cc3ccc(F)cc3)c2C1)c1ccccc1,i[11.5 µM],-9%,?,-10,-2%,1%,?
CCc1nc2c(c(-c3ccc(Cl)cc3)n1)CCN(CC1CC1)CC2,i,20%[87.6 µM],-23%[138 µM],-1,-7%[87.6 µM],1%[172 µM],?
CCCCCC(=O)N1CCC(O)(c2csc(CN(CC)CC)n2)CC1,i,-5%[87.6 µM],?,0,-1%[87.6 µM],-13%[172 µM],-5%[172 µM]

# A section from further up, as a working copy:
SMILES,GPT2 inh,SNCA expr inh,NIH3T3 tox,IP6K1 inh,SNCA viab count,Luciferase inh,HEK cytotox
O=C(Cc1ccsc1)NCc1nnc2ccc(-c3ccccc3)nn12,2%,-21%,-13%,1,4%,0%,-1%
O=c1c2cc3c(cc2n(Cc2ccc(F)cc2)c(=O)n1Cc1nc(-c2ccccc2)no1)OCO3,.,1%,.,-14,1%,.,.
CCCn1c(C)cnc1CC1CCN(S(=O)(=O)c2ccccc2)C1 (stereo not drawn),-15%,-5%,-8%,-7,-8%,0%,?
c1cc(-c2nc(CC3CCCNC3)no2)ccn1 (stereo not drawn),i,19%,-13%,6,5%,-10%,0%
CC(C)(C(=O)N1Cc2cnn(Cc3ccc(F)cc3)c2C1)c1ccccc1,i[11.5 µM],-9%,?,-10,-2%,1%,?
CCc1nc2c(c(-c3ccc(Cl)cc3)n1)CCN(CC1CC1)CC2,i,20%[87.6 µM],-23%[138 µM],-1,-7%[87.6 µM],1%[172 µM],?
CCCCCC(=O)N1CCC(O)(c2csc(CN(CC)CC)n2)CC1,i,-5%[87.6 µM],?,0,-1%[87.6 µM],-13%[172 µM],-5%[172 µM]

# New compounds follow
SMILES,GPT2 inh,SNCA expr inh,NIH3T3 tox,IP6K1 inh,SNCA viab count,Luciferase inh,HEK cytotox
COc1ccccc1CNC(=O)CC1=C2CCCCC2N(C)C1=O (stereo not drawn),i,-7%,0%,4,-15%,0%,i
CCOc1ccccc1NC(=O)Cn1c(-c2ccccc2)nc(C)c(CCO)c1=O,i,8%,-3%,-12,-3%,5%,-26%
CCCc1cc(C(=O)N2CCCC(Cc3ccccc3F)(C(=O)OCC)C2)n(C)n1 (stereo not drawn),?,?,?,17,?,-3%,18µM*
COC(=O)CNC(=O)CNC(=O)c1cccc(-c2ccsc2)c1,i,?,-23%[138 µM],4,-5%[12.5 µM],.,-19%[172 µM]
Cc1ccc(S(=O)(=O)Nc2ccc(C)n(CC(=O)Nc3ccccc3)c2=O)cc1,-11%,10%,-2%,-1,7%,3%,-13%
CCc1ccccc1S(=O)(=O)N1C[C@@H](F)C[C@H]1C(=O)N1CCc2ccccc2C1,i,-7%,32µM*,0,-20%,1%,?
O=C(NCc1ccccc1)C1CCCCN1Cc1ccc(-c2ccsc2)cc1 (stereo not drawn),-1%,-27%,?,-2,-16%,.,?
CC1(Cc2ccc3c(c2)OCO3)CCCN(C(=O)CCCn2ccnc2)C1 (stereo not drawn),-1%,-21%,?,8,-1%,10%,40µM*
COc1cc(NC(=O)CCS(=O)(=O)c2ccc3c(c2)CC(=O)N3C)cc(OC)c1OC,.,30%[activator],.,14,3%,.,.
COc1ccc(NC(=O)c2cn3ccnc(-c4ccc(C)cc4)c3n2)c(OC)c1,i,6%,i,22,0%,-6%,-5%
COC(=O)N1CCN(C(=O)c2ccc(-c3ccc(OC)nn3)cc2)CC1,.,.,-2%,-6,.,.,-4%
O=C(c1ccc2c(c1)OCO2)N1CCC(c2n[nH]c(=O)n2-c2ccccc2)CC1,-6%,0%,?,-6,-15%,-8%,-3%
CCCCOCCOCCOCc1cc2c(cc1CCC)OCO2,?,-14%[25.6 µM],.,-3&30,9%[23.9 µM],.,.
Cc1ccc(NC(=O)c2ccc(CN3C(=O)NC4(CCOCC4)C3=O)cc2)cc1,i,41%[activator],3%,21,4%,16µM*,?
COc1cccc(-c2c(C(=O)NCCc3ccccc3)nc3sccn23)c1,0%,1%,?,0,-19%,.,?
CCC(Nc1ccc(-c2nc(-c3ccccn3)no2)cc1[N+](=O)[O-])c1ccccc1 (stereo not drawn),.,81%[activator],.,-2,5%,.,.
COc1ccc(NC(=O)c2c(NCc3cccc(OC)c3)sc3c2CCCC3)cc1,.,?,.,-1,5%,.,.
N#Cc1ccc(N2CCCC3(CCC(=O)N(Cc4ccccc4)C3)C2)nc1 (stereo not drawn),-3%,-14%,-28%,9,-14%,1%,?
c1ccc(-c2noc(-c3cncnc3N3CCC(N4CCCCC4)CC3)n2)cc1,-6%,34%[activator],?,-4,1%,-8%,?
CCC(CNC(=O)c1csc2nc(-c3ccccc3Cl)cn12)N(C)C (stereo not drawn),i,16%,?,30,-3%,-9%,?
COCc1noc(C2CCCCCN2C(=O)NCc2ccc(F)cc2)n1 (stereo not drawn),3%,17%,-2%,-1,8%,12%,-2%
Cc1ccc(Nc2ccnc(N3CCN(C(=O)C4CC4)CC3)n2)cc1,-9%[88.5 µM],30%[activator][87.6 µM],32µM*,0,-16%[87.6 µM],.,71µM*
O=C(NCCCn1cccn1)C1CN(S(=O)(=O)c2cccnc2)CC12CCCCC2 (stereo not drawn),i,7%,i,4,-7%,-4%,5%
COc1cc(OC)c(NC(=O)N2CCC(CN3CCCC3)CC2)cc1Cl,.,51%[activator],.,2,4%,.,.
O=C(CCCC1C(=O)Nc2ccccc21)NCCc1noc(-c2ccccc2)n1 (stereo not drawn),-4%,16%,?,2,-4%[12.5 µM],-4%,?
O=C(C1CCC(Cn2c(=O)c3sccc3n(Cc3ccc(F)cc3)c2=O)CC1)N1CCOCC1 (stereo not drawn),.,-15%,.,-8,9%,.,.
COc1ccc(OCc2cc(C(=O)N(C)CC(O)CO)n[nH]2)c(Cl)c1 (stereo not drawn),-3%[11.5 µM],4%,-14%,23,2%,-14%,1%
Cn1ncc2c(C(=O)NCc3ccc4c(c3)OCO4)cc(-c3ccccc3)nc21,i,-4%,?,-6,5%,.,?
Fc1ccc(CN2CC(Oc3ccc(F)cc3F)C2)cc1,-1%,-9%,-2%,5,1%,.,-6%
Cc1ccc(O[C@H]2CCOC[C@H]2NC(=O)CCc2ccc(F)cc2)cn1,-11%,10%,-10%,18,13%,-8%,-11%
CC(=O)N1CCN(C(=O)C[C@@H]2CCNC[C@@H]2Cc2cc(CSc3ccccc3)on2)CC1,?,-10%,-10%,9,3%,-2%,0%
O=C(CNC(=O)c1cccc(-c2ccsc2)c1)NCc1ccccc1Cl,-39%,?,?,8,-5%,.,?
COc1ccc(N2CC3CCC(C2)N3Cc2cccc(Cl)c2)cc1,?,3%,-3%,3,5%,.,-20%
COc1cc(NS(=O)(=O)c2ccc(N)cc2)ncn1,i,-20%[25.6 µM],.,10,-11%[23.9 µM],.,.
CCOc1cccc(CNC(=O)c2cc3c(N4CCCC4)nc(C)cn3n2)c1,-9%,-6%,?,22,10%,-4%,?
CCOC(=O)Cn1c(=O)n(C2CCCCC2)c2nc(-c3ccc(OCC)cc3)nc(C(N)=O)c21,.,-5%,.,-9,15%,.,.
CN(CC(=O)Nc1cccc(C(F)(F)F)c1)S(=O)(=O)c1cccs1,.,49%[activator],.,8,-6%,.,.
Nc1ccc(N=Nc2ccccc2)c(N)n1,3%,143%[activator][25.6 µM],.,-37*,13%[23.9 µM],.,.
Cc1ccc(C)c(CN2C(=O)c3ccccc3S(=O)c3ccc(C(=O)N4CCC(C)CC4)cc32)c1 (stereo not drawn),.,-15%,.,10,3%,.,.
Cc1ccc(C(=O)N[C@@H](Cc2ccccc2)C(=O)N2CCCOCCNC(=O)CC2)s1,3%,4%,-4%,-6,0%,-3%,-1%
O=C1COCC2(CN(c3ccc(C(F)(F)F)cn3)C2)CN1c1ccc(F)cc1,-7%[88.5 µM],-10%[87.6 µM],?,-2,6%[87.6 µM],0%[172 µM],?
COc1ccc(OC)c(-c2nc(CN3CCCC(C(C)(C)O)C3)c(C)o2)c1 (stereo not drawn),-1%[11.5 µM],-3%,-6%,43,-1%,11%,-1%
CCOC(=O)c1cccc(NC(=O)c2cc3cc4ccc(C)cc4nc3s2)c1,.,15%,.,8,0%,.,.
Cn1c(=O)c(=O)n(C)c2cc(NC(=O)c3cccc(F)c3)c(Cl)cc21,.,-9%,.,5,-3%,.,.
Cn1cc(-c2cnc(Nc3cccc(C(F)(F)F)c3)c3c2CCO3)cn1,i,0%[87.6 µM],?,-19,-25%[87.6 µM],?,?
OC1(CN2CCN(c3nccs3)CC2)CNCCOC1 (stereo not drawn),-8%,12%,-12%,15,2%,-15%,-4%
O=C(N[C@H]1CCN2C(=O)c3ccccc3NC(=O)[C@H]12)c1cnccn1,4%[88.5 µM],6%[87.6 µM],2%[138 µM],-6,-2%[87.6 µM],-6%[172 µM],2%[172 µM]
O=C(CC1N=C2c3ccccc3N=C(SCc3cccc(Cl)c3)N2C1=O)NCCc1ccccc1 (stereo not drawn),.,-9%,.,10,?,.,.
O[C@@H]1CC(CNCc2ccccn2)(COc2cccnc2)C[C@@H]1O (stereo partly drawn),-13%,-11%,i,1,4%,2%,1%
CCc1cnc2c(c1SCc1c(F)cccc1Cl)c(=O)n(C)c(=O)n2C,.,-12%,.,-1,7%,.,.
CCOc1ccc(CCNC(=O)c2ccc3c(c2)nc2n3CCOC2)cc1OCC,.,1%,.,0,9%,.,.
COc1ccc2c(C)c(C(=O)N3CCC(c4nc(C(C)C)no4)CC3)oc2c1,i,15%,?,25,-1%,-10%,?
